Compound activity deposited in PubChem BioAssay by National Center for Advancing Translational Sciences (NCATS).
GLP1R inv ag – GLP-1 receptor (human) inverse agonism. 1.6% of 410,000 active. P43220. Potency, µM (series often up to 38.3 µM), inactives show top-dose activity change, negative = inhibition, hits mostly inhibitors. HEK293 GLP-1R CRE-luciferase, luminescence, 24 h; GLP-1R form is constitutively active; note: potency is the fitted concentration of half-maximal effect; % is set by controls: 0 for no effect and ±100 for the full control effect; nearly all actives have a fitted effect of over 55% in size
Target sequence (P43220 whole entry, looked up): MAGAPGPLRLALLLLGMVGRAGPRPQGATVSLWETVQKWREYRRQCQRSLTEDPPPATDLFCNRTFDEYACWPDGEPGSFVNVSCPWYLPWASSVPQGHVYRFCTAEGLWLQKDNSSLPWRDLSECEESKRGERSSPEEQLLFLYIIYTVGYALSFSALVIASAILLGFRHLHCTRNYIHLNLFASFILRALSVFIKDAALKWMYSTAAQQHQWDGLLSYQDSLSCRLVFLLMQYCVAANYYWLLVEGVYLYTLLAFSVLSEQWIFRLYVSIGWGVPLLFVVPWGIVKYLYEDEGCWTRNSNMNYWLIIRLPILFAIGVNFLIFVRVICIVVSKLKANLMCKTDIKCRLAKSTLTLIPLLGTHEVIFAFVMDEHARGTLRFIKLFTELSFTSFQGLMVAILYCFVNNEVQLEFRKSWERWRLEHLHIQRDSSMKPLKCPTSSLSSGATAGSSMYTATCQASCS
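Inverse agonists were sought by their lowering of basal cAMP reporter luciferase output in HEK293 cells stably carrying constitutively active human GLP-1R, after 24 h compound treatment.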
MmCpn inh – inhibitors of Methanococcus maripaludis chaperonin (MmCpn); 0.031% of 330,000 active; Potency, µM (titrated, usually from 76.9 µM), inactives show at the highest dose activity, negative = inhibition, most hits filed as inhibitors; purified Mm-Cpn ATPase, ADP Transcreener TR-FRET; note: potency is the fitted concentration of half-maximal effect; % is set by controls: 0 for no effect and ±100 for the full control effect; nearly all actives have a fitted effect of over 80% in size
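Inhibition of chaperonin ATP hydrolysis is measured as reduced ADP production, detected by competitive TR-FRET in which signal falls with ADP. Final enzyme 25 nM and ATP 10 uM, reacted 30 min at 37°C.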
TDP-43 yeast inh – TDP-43 toxicity inhibition in yeast; TDP-43 expressing yeast growth rescue, BacTiter-Glo, 24 h; Potency, µM (series often up to 46.1 µM), inactives show at the top dose growth rescue (activation), actives largely listed as activators; 1.8% of 410,000 active; note: potency is the fitted concentration of half-maximal effect; % of control where 0% means no effect; nearly all actives have a fitted effect of over 50% in size
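Yeast expressing TDP-43 (pregrown in raffinose, seeded at OD600=0.02 in galactose medium) exposed to compounds 24 hr at 30 deg C. Growth read by BacTiter-Glo luminescence; rescue of toxicity appears as increased signal.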
aSyn rescue – rescues yeast growth from alpha-synuclein toxicity. AID 652106. Potency, µM (highest dose often 46.1 µM), for inactives: top-dose growth rescue (activation), hits mostly activators. Yeast expressing alpha-synuclein, growth rescue, BacTiter-Glo, 24 h. 0.14% of 370,000 active; note: potency is the fitted concentration of half-maximal effect; % of control where 0% means no effect; nearly all actives have a fitted effect of over 65% in size
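Rescue of yeast growth: cells expressing toxic alpha-synuclein, induced in galactose at OD600 0.02, incubated with compound 24 h at 30 C. ATP luminescence quantified growth; inhibitors of toxicity appear as activators.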
PTHR1 ag – activates the human parathyroid hormone receptor PTHR1; Q03431; HEK293 GP2 PTHR1 cells, GloSensor cAMP luminescence, 1 h; Potency, µM (doses to about 115 µM), without a hit: top-dose activation, hits mostly activators; 0.075% of 410,000 active; AID 743266; note: potency is the fitted concentration of half-maximal effect; nearly all actives have a fitted effect of over 55% in size; some results filed as inactive show a strong effect at the top dose; inactives centre near -15; many of its hits are not listed in these tables
Target sequence (Q03431 whole entry, looked up): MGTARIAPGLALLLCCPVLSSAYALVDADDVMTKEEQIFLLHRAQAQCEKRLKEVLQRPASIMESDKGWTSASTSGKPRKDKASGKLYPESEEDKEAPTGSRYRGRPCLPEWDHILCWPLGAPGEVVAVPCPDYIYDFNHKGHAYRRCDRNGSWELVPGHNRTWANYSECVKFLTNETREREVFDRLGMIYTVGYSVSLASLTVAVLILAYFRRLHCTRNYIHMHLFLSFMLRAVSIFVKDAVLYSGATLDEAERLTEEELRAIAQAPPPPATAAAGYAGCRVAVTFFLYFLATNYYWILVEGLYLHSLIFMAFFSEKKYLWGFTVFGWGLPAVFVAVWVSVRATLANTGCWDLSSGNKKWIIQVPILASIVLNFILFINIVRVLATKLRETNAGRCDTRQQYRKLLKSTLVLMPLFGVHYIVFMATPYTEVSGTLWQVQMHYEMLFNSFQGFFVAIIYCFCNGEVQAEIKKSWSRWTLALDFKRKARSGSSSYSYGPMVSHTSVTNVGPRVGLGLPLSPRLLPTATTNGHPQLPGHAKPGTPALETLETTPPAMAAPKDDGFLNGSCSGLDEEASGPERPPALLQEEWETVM
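HEK-293-derived GP2 cells expressing PTHR1 and a GloSensor cAMP reporter, 3,000/well, plated overnight, given luciferin plus IBMX (each 0.5 mM as added) for 1 h at 37 °C, then compound for 1 h at 37 °C. Luminescence was read after 15 min at room temperature.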
GLP1R cytotox – cytotoxicity counter-screen for GLP-1 receptor inverse agonists | HEK293 cAMP-luciferase reporter cells, luminescence, 24 h | Potency, µM (highest dose often 38.3 µM), without a hit: top-dose activity change, negative = inhibition, usual class: inhibitors | 0.13% of 410,000 active | AID 624418;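 note: loss of luciferase light is scored as toxicity; potency is the fitted concentration of half-maximal effect; % is set by controls: 0 for no effect and ±100 for the full control effect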
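To flag toxic compounds, the library was rerun on cells for 24 hr at 37 deg C and 5% CO2. Viability-linked luminescence was captured 12 min after adding luciferase detection reagent.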
FUS yeast rescue – suppressors of FUS proteinopathy in yeast. S. cerevisiae FUS-expressing, growth rescue, OD600, 24 h. Potency, µM (highest dose often 76.6 µM), inactives show top-dose growth rescue (activation), hits mostly activators. 0.24% of 390,000 active. AID 1347120;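 note: potency is the fitted concentration of half-maximal effect; plate controls were DMSO vehicle for no effect and reference control for full effect; nearly all actives have a fitted effect of over 55% in size; some results filed as inactive show a strong effect at the top dose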
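FUS-expressing yeast, raffinose-pregrown, induced in 2% galactose minimal medium at OD 0.005; compounds in a dilution series, 24hr at 30C. Growth restoration read as absorbance at 600 nm. CP55940 positive control, DMSO negative.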
pAkt inh – inhibitors of Akt phosphorylation. 0.32% of 360,000 active. Neuro2A IGF-stimulated pAkt S473 HTRF, 20 min; stronger effect = lower value. activity change, % for hits at 50 µM; in the data active = activity change below about -80%; inconclusive = mostly about -51% to -80%; note: % is set by controls: 0 for no effect and ±100 for the full control effect
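Neuro2A cells (4,500/well, DMEM with 0.5% FBS) were treated with compound at a single 50 µM final concentration, stimulated with 6 nM IGF for 20 min at 37 °C, and lysed. Phospho-Akt Ser473 was read by HTRF as 665/615 ratio ×10^4.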
Abeta yeast res – compounds reversing amyloid beta toxicity in yeast. yeast expressing A-beta42, growth rescue, OD600, 48 h; response scale: 0% DMSO, 100% iron-clioquinol control. Potency, µM (series often up to 46.1 µM), for the others: top-dose growth rescue, actives largely listed as activators. 0.063% of 410,000 active. AID 1347071; note: potency is the fitted concentration of half-maximal effect; nearly all actives have a fitted effect of over 55% in size
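Growth rescue measured by 600 nm absorbance after 48 h yeast culture at 30 C with compound. Values normalized between DMSO and an equimolar ferric chloride plus clioquinol control.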
* marks the source's active call; other numbers are inactive results; i = inactive; ? = inconclusive; nt = not tested or not shown; & = joins results of further samples; [ ] = another dose, or the depositor's remark. Unless noted, calls come from the whole dose curve; as a rule, active = well fitted curve in the direction sought with a large enough effect; inconclusive = small, poorly fitted or top-dose-only effect, or another doubt; inactive = no such curve, though single readings can be large; an effect the other way counts as inactive or inconclusive.

entry	canonical_smiles	GLP1R inv ag	aSyn rescue	PTHR1 ag	MmCpn inh	TDP-43 yeast inh	pAkt inh	FUS yeast rescue	GLP1R cytotox	Abeta yeast res
1	CCOc1cc(NC(=O)C2CC2)c(OCC)cc1NC(=O)c1ccccc1OCC	?	-16%	i	-1%	3%	i	0%	-9%	-4%
2	O=c1cc(O)c2sc3nc(-c4cccnc4)cc(C(F)(F)F)c3c2[nH]1	8%	6%	8%	-6%	15%	i	nt	59%[activator]	11%
3	c1cncc(-c2noc(C34CC5CC(CC(C5)C3)C4)n2)c1	?	-6%	-4%	2%	-4%	i	24%	1%	-18%
4	Cc1ccc2nc(C)c(C(=O)O)cc2c1	6%	5%	i	-2%	-10%	i	3%	19%	1%
5	O=C(c1cccnc1)c1cccnc1	25%	3%	i	0%	-23%	i	1%	12%	2%
6	O=C1CN(C(=O)COC(=O)c2ccccc2Br)c2ccccc2N1	-10%	-3%	i	-1%	-12%	i	nt	3%	-11%
7	CN=C1NN=C(c2cc(C)n(-c3c(C)n(C)n(-c4ccccc4)c3=O)c2C)CS1	-1%	0%	i	-2%	-14%[0.397 µM]	i	?	-11%	-3%
8	CCN(CC)C(=O)c1ccc(-c2nnc(Nc3ccc(C(=O)NC)cc3)c3ccccc23)cc1	-19%	-4%	-4%	0%	10%	i	23%	-9%	-14%
9	CC(=O)Oc1c(C(C)C)cc(N(C(C)=O)c2ccccc2)cc1C(C)C	?	1%	-10%	nt	-4%	i	25%	4%	-1%
10	Cc1ccc(C)c(NS(=O)(=O)c2cc(C(=O)NCCC3=CCCCC3)ccc2C)c1	?	6%	i	-1%	-13%	i	-4%	-9%	7%
11	O=C(COC(=O)c1ccc(O)cc1)c1ccc2c(c1)OCCO2	12%	-11%	-35%	-6%	-17%	i	25%	-7%	7%
12	COc1ccc2c(=O)cc(CO)oc2c1	-2%	0%	26%	-1%	1%	i	12%	-4%	0%
13	O=C(NC1CCCC1)c1cc(COc2ccc3ncccc3c2)on1	-12%	2%	-28%	0%	0%	i	11%	-2%	-23%
14	N#C/C=C/N1CCC(Cc2ccccc2)CC1	-1%	-4%	i	0%	-10%	i	-15%	23%	-9%
15	Cc1ccc(C)c(NC(=O)CCn2cnnn2)c1	8%&4%	-1%&6%	-19%&-13%	-1%	19%&21%	i	-15%&-5%	3%&1%	-6%&-9%
16	Nc1c(N(CCC2=CCCCC2)C(=O)c2ccco2)c(=O)[nH]c(=O)n1Cc1ccccc1	-28%	-6%	-30%	-2%	5%	i	28%	2%	12%
17	Clc1ccc(CSc2nnc([C@@H]3CCCN3)o2)cc1	16%	-4%	i	-3%	1%	i	19%	-3%	-10%
18	COc1ccccc1C1NC=C([N+](=O)[O-])C=C1[N+](=O)[O-] (stereo unspecified)	32%[activator]	-2%	-24%	3%	-20%	i	10%	0%	-10%
19	CC(C)NC(=O)C1(C)CCN1Cc1ccc(Cl)cc1 (stereo unspecified)	3%	-1%	i	nt	0%	i	-28%	1%	2%
20	CCCN1C(=O)c2[nH]nc(-c3ccc(OC)cc3)c2C1c1ccccn1 (stereo unspecified)	15%	nt	-14%	nt	-6%	nt	-4%	-19%	-9%
21	CCOC(=O)c1cn2nc(Oc3cccc(F)c3)ccc2n1	0%	-4%	-6%	1%	9%	i	0%	2%	14%
22	Cc1ccc(-n2cccc2/C=N/n2cnnc2)cc1Cl	0%	1%	-2%[57.5 µM]	-2%	2%	i	24%	-12%	3%
23	O=C1C(=Cc2ccc(Cl)cc2)Cc2ccccc21	12%	-7%	-48%[inhibitor]	nt	6%	i	-10%	4%	-12%
24	COc1ccc(CNC(=O)[C@H](Cc2c[nH]c3ccccc23)NC(=O)[C@@H]2Cc3ccccc3CN2)cc1	3%	-6%	-20%	-4%	-11%	i	-10%	-7%	0%
25	CC(CN1CCCCC1)NC(=O)c1cccs1 (stereo unspecified)	-7%	1%	-22%	1%	9%	i	-24%	3%	-13%

(listing goes on)
entry	canonical_smiles	GLP1R inv ag	aSyn rescue	PTHR1 ag	MmCpn inh	TDP-43 yeast inh	pAkt inh	FUS yeast rescue	GLP1R cytotox	Abeta yeast res
26	Cc1ccc(Cc2c(-c3ccccc3)nc3c(C)cc(Br)cn23)cc1	?	3%	i	nt	?	i	2%	1%	8%
27	Cc1ccc(NC(=S)N(CCN2CCCCC2)Cc2ccco2)cc1Cl	?	3%	-12%	2%	5%[9.22 µM]	i	17%	?	4%
28	O=C(CCCSc1nc2ccccc2[nH]1)NCc1ccc(Cl)cc1	?	-5%	-28%	1%	-17%	i	2%	-27%	-12%
29	Cc1sc2nc(CSc3ccccc3)nc(N3CCN(C)CC3)c2c1C	?	-2%	9%	-1%	-11%	i	-1%	-1%	6%
30	O=C(Cc1cccs1)Nc1cc(SCCO)cc([N+](=O)[O-])c1	0%	9%	-16%	1%	?	i	nt	4%	2%
31	Cc1ccc(O)c(C(CC(=O)NCc2cccnc2)c2ccccc2)c1 (stereo unspecified)	2%	-1%	-3%	0%	4%	i	-11%	3%	-13%
32	O=C(OCn1nnc2ccccc2c1=O)c1cccs1	10%	?	i	2%	?	i	-11%	-28%	-11%
33	Nc1nonc1NN=C1CCCCC1	?	7%	-4%	2%	13%	i	-3%	5%	9%
34	COc1cc(C(=O)NC(=S)Nc2ccc(NC(=O)c3ccco3)cc2)cc(OC)c1OC	4%	4%	i	-3%	16%	i	nt	-5%	?
35	COC(=O)c1ccc(/C=C(\C#N)C(=O)NC(C)c2ccccc2)cc1 (stereo unspecified)	?	?	-95%[inhibitor]	-1%	13µM*	i	15%	-3%	28%
36	CCOc1ccc(OCC)c(NC(=O)C2CCCN(S(=O)(=O)c3cccs3)C2)c1 (stereo unspecified)	?	2%	-22%	-4%	12%	i	4%	-6%	13%
37	CNS(=O)(=O)c1cccc(C(=O)OCC(=O)Nc2ccc(Cl)cn2)c1	1%	1%	-21%	1%	-31%[inhibitor]	i	4%	15%	-10%
38	CCCCN(C)C(=O)c1ccc2c(c1)N(Cc1ccc(F)cc1)C(=O)c1ccccc1S2(=O)=O	?	nt	i	nt	19%	nt	?	?	-12%
39	COc1ccc(C(C(=O)Nc2ccc3c(c2)OCO3)N(C)C(=O)Cc2c[nH]c3ccccc23)cc1 (stereo unspecified)	2.2µM*	10%	-8%	3%	-6%	i	?	-9%	4%
40	COc1cccc(N2CCN(C(=S)Nc3cc(C)cc(C)c3)CC2)c1	-7%[7.66 µM]	-8%	-19%	2%	6%[9.22 µM]	i	-11%	-22%[7.66 µM]	-13%
41	O=C(Nc1ccccc1)C1CCCN1S(=O)(=O)c1ccc(Br)cc1 (stereo unspecified)	?	-11%	i	1%	-2%	i	4%	8%	-2%
42	NS(=O)(=O)c1ccc(CCNC(=O)NC23CC4CC(CC(C4)C2)C3)cc1	24%	1%	-12%	-1%	25%	i	-5%	-16%	0%
43	CN(Cc1ccccc1)C(=O)c1cccc(NC(=O)Cc2ccc(NC(=O)C3CCCN(C(=O)CCc4ccccc4)C3)cc2)c1 (stereo unspecified)	-26%	5%	-22%	nt	16%	i	40%	-2%	5%
44	O=C1c2ccccc2C(=O)N1CCc1nc(-c2ccccn2)no1	-1%	-2%	i	1%	-2%	i	6%	5%	-9%
45	CCn1c(N)c(C(=O)Nc2ccccc2C(=O)OC)sc1=S	8%	-25%	0%	-1%	-2%	i	-8%	-12%	-4%
46	Cc1ccc(C(=O)COC(=O)CNC(=O)Cc2ccccc2)cc1	16%	5%	i	-3%	3%	i	nt	3%	-2%
47	O=C(c1ccco1)N1CCN=C1SCc1cccc(Cl)c1	-7%	-9%	-28%	2%	5%	i	-18%	6%	-16%
48	COc1ccc(Nc2nc(NCc3ccco3)nc(N/N=C/c3ccc(O)cc3)n2)cc1	-7%	-3%	i	-4%	14%	i	nt	?	-6%
49	CCn1c(O)c(N=NC(=O)Cc2csc(N3CCOCC3)n2)c2ccccc21	13%	-3%	-6%	0%	12%	i	24%	11%	-19%
50	Cc1cc(=O)nc2c3ccccc3n(C(C)C(=O)Nc3c(F)c(F)c(F)c(F)c3F)n12 (stereo unspecified)	1%[7.66 µM]	4%	-22%	-1%	0%	i	9%	-2%[7.66 µM]	4%
51	CCCCCCN1C[C@H](O)[C@@H](n2cc(C3CC3)nn2)C[C@@H]1c1ccc(Cl)cc1	?	-2%	-43%	nt	0%	i	0%	-7%	5%
52	O=C(CCOc1ccccc1)NNC(=O)c1ccccc1	-11%	-2%	i	0%	-22%	i	11%	9%	-3%

Sorted by value in PTHR1 ag (smallest number first): some entries from above
| nr | molecule | PTHR1 ag |
| --- | --- | --- |
| 51 | CCCCCCN1C[C@H](O)[C@@H](n2cc(C3CC3)nn2)C[C@@H]1c1ccc(Cl)cc1 | -43% |
| 24 | COc1ccc(CNC(=O)[C@H](Cc2c[nH]c3ccccc23)NC(=O)[C@@H]2Cc3ccccc3CN2)cc1 | -20% |
| 33 | Nc1nonc1NN=C1CCCCC1 | -4% |

Some of the compounds tested; rates above refer to the full screens.
